# Bioassay records: PubChem BioAssay, National Center for Advancing Translational Sciences (NCATS)
# SNCA expr inh – reduces expression of the alpha-synuclein gene; HEK-293 SNCA-luciferase knock-in, luminescence, 24 h; Potency, µM (highest dose often 57.2 µM), for the others: top-dose activity change, negative = inhibition, usual class: inhibitors; AID 1671194; actives 0.17% (n = 140,000);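 further: potency means the concentration at half of the fitted maximal effect; plate controls were DMSO cells for no effect and cell-free wells for full effect; nearly all actives have a fitted effect of over 45% in size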
# HEK293 tox – kills HEK 293 cells; HEK 293 viability, ATP luminescence (CellTiter-Glo), 48-72 h; actives 6.6% (n = 94,000); Potency, µM (titrated, usually from 115 µM), for inactives: at the top dose activity change, negative = cytotoxicity, most hits filed as inhibitors; further: potency means the concentration at half of the fitted maximal effect; nearly all actives have a fitted effect of over 60% in size
#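 Read-out: CellTiter-Glo ATP luminescence. Cells: HEK 293, 250 cells/well. Exposure: 48 or 72 hr, 37 degree Celsius.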
# GPT2 inh – blocks human glutamate pyruvate transaminase 2. Q8TD30. actives 0.25% (n = 100,000). Recombinant GPT2, coupled pyruvate oxidase/HRP Amplex Red fluorescence. Potency, µM (doses to about 57.7 µM), for the others: at the top dose activity change, negative = inhibition, most hits filed as inhibitors; further: potency means the concentration at half of the fitted maximal effect; nearly all actives have a fitted effect of over 60% in size; many of its hits are not listed in these tables
#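 Inhibition is scored from Amplex Red fluorescence generated when pyruvate oxidase and HRP act on pyruvate released by GPT2. Reactions contain 10ng/uL enzyme, 250uM a-KG and 2mM L-alanine and run 30 min at room temperature.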
# IP6K1 inh – IP6K1 kinase inhibition; AID 1645851; actives 0.81% (n = 140,000); activity change, % (series mostly up to about 58 µM); Q92551; IP6K1 kinase, ADP-Glo luminescence, 2 h; hits give low values; in the data active means activity change below about -25%
#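 ADP-Glo luminescence measures ADP made by human IP6K1 during a 2 h RT reaction with ATP/IP6 (mix at 1.3 mM/130 uM); top library doses 57.5 and 19.1 uM final.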
# 3T3 cytotox – kills NIH 3T3 cells; actives 4.3% (n = 94,000); NIH 3T3 viability, CellTiter-Glo ATP luminescence, 48-72 h; Potency, µM (titrated, usually from 96.7 µM), for the others: at the top dose activity change, negative = cytotoxicity, most hits filed as inhibitors; further: potency means the concentration at half of the fitted maximal effect; nearly all actives have a fitted effect of over 55% in size
#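 Viability of NIH 3T3 cells after 48 or 72 hr compound treatment at 37 °C was assessed by CellTiter-Glo, with luminescence imaged following a 10 min room-temperature step.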
# SNCA viab count – cell viability loss counter-screen | HEK-293-SNCA-luc viability, GF-AFC fluorescence, 24 h | Potency, µM (series often up to 57.1 µM), for the others: at the highest dose activity change, negative = cytotoxicity, most hits filed as cytotoxic | actives 0.12% (n = 150,000) | AID 1671193;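 further: potency means the concentration at half of the fitted maximal effect; 0% = DMSO-treated cells and -100% = medium-only wells without cells; nearly all actives have a fitted effect of over 30% in size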
#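 HEK-293-SNCA-luc cells (1500/well) plated 24 h, then exposed 24 h to a dilution series; GF-AFC added 30 min at 37C, fluorescence 405/540 nm; normalised to medium-only and DMSO wells, Hill fit.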
# FLuc inh – inhibitors of firefly (Photinus pyralis) luciferase; actives 2.5% (n = 76,000); Potency, µM (highest dose often 115 µM), for the others: top-dose activity change, negative = inhibition, usual class: inhibitors; purified P. pyralis luciferase, luminescence, biochemical; further: potency means the concentration at half of the fitted maximal effect; nearly all actives have a fitted effect of over 65% in size
#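 FLuc 10nM, D-luciferin 10uM, ATP 10uM, Mg acetate 10mM, Tris acetate pH 7.5, Tween/BSA; cpd qHTS; enzyme added last; CCD luminescence.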
# * hit, by the source's call; i = inactive; u = inconclusive; x = no result given; & = joins results of further samples; [ ] = dose if it differs, or a comment. Unless noted, the call rests on the fitted dose curve; in most records, active means well fitted curve in the direction sought with a large enough effect; inconclusive means small, poorly fitted or top-dose-only effect, or another doubt; inactive means no such curve, though single readings can be large; an effect the other way counts as inactive or inconclusive. Unless noted, on the % scale 0 is the no-effect control and ±100 the full control effect. A portion of the library; the hit share may differ from the screen's.
smiles	SNCA expr inh	HEK293 tox	GPT2 inh	IP6K1 inh	3T3 cytotox	SNCA viab count	FLuc inh
CC(=O)N1CCCc2cc(S(=O)(=O)Nc3ccc(C)c(F)c3)ccc21	-2%	x	x	1	x	1%	x
COc1cccc(C2CC(=O)Nc3cc(OC)c(OC)c(OC)c32)c1OC(C)C (stereo not drawn)	6%	x	x	-2	x	-5%	x
Cc1cc(C(=O)N[C@H]2[C@H](O)[C@H](O)C[C@@H]2c2ccc(N3CCOCC3)nc2)nn1C	37%[activator][87.6 µM]	-22%[172 µM]	-1%[88.5 µM]	7	-20%[174 µM]	-6%[87.6 µM]	u
COc1ccc(NC(=O)COc2ccc(S(=O)(=O)NC3CCCCC3)cc2)c(OC)c1	13%	x	x	9	x	-10%	x
CC(C)CNC(=O)CCC1CCN(S(=O)(=O)c2ccccc2F)CC1	7%	u	2%	5	-11%	1%	6%
CCc1cccc(NC(=O)c2ccc3c(c2)c(C)c(C)n3Cc2ccc(F)cc2)c1	-34%	x	x	4	x	-3%	x
NC(=O)NCC(=O)N1CCC2(CCCN(CCCc3ccccc3)C2)C1 (stereo not drawn)	-13%	-7%	-19%	15	-8%	-7%	3%
CC(=O)N1CCc2sc(C(=O)NCc3cccc(Cl)c3)cc2C1	5%	u	-16%	-10	u	-10%	12%
O=C(NC1CC1)[C@H]1O[C@H](CCN2CCOCC2)CC[C@@H]1O	-8%[87.6 µM]	-3%[172 µM]	-36%[88.5 µM]	7	-25%[174 µM]	2%[87.6 µM]	-7%[172 µM]
COc1ccc(CCNC(=O)c2cc(Nc3cc(C)cc(C)c3)nc3ccccc23)cc1OC	-15%	x	x	4	x	-7%	x
CCC(=O)N1CCN(C2CCN(CCC(C)C)C2=O)CC1 (stereo not drawn)	-12%	-14%	1%	24	-11%	-3%	-1%
CC1=C[C@@H](CNS(=O)(=O)c2cccc(C#N)c2)[C@H](C(C)C)C[C@H]1CC(=O)N(C)Cc1cccnc1	-18%	40µM*	4%	4	u	u	-1%
COc1ccccc1CCNC(=O)C(=O)NCC(c1ccco1)S(=O)(=O)c1ccc(C)cc1 (stereo not drawn)	23%	x	x	19	x	-1%	x
COc1ccc(CN2C[C@H]3CN(Cc4ccc([N+](=O)[O-])cc4)CCN3C2=O)cc1	1%[87.6 µM]	u	-2%[88.5 µM]	4	u	-7%[87.6 µM]	-9%[172 µM]
COc1ccc(NC(=O)c2ccc3c(c2)N(C)C2CCCCN2C3=O)cc1F (stereo not drawn)	81%[activator]	u	i	3	u	26%[12.5 µM]	u
Cc1cccc(CCNC(=O)c2noc(-c3ccc4c(c3)OCO4)n2)c1	-10%	u	i	0	u	6%	u
Cc1c(CCNC(=O)c2ccc(Br)o2)sc2nc(-c3ccc(Cl)cc3)nn12	78%[activator]	x	x	-14	x	u	x
CC1=C[C@@H](CN)[C@H](C(C)C)C[C@H]1Cc1nc2ccc(C)cc2[nH]1	13%[87.6 µM]	45µM*	-17%[88.5 µM]	3	40µM*	-21%[87.6 µM]	-4%[172 µM]
CCOc1cc(=O)n2c(c1C(=O)Nc1ccc(C#N)cc1)CCCC2	-22%	6%	-10%	18	-10%	-4%	-2%
Cc1cc(F)ccc1NC(=O)C1CN(S(=O)(=O)C2CC2)CC12CCCCC2 (stereo not drawn)	7%	-7%	i	4	u	-15%	4%
COCCn1c(C)cnc1CCNC(=O)C1CCOCC1	-10%	-3%	2%	0	-16%	7%	1%
COc1cccc(CN2CCNc3cc(-c4ccnc(C)c4)ncc3C2)c1	20%[87.6 µM]	71µM*	4%[88.5 µM]	-20	u	-15%[87.6 µM]	14µM*
Cc1cc(C)cc(C(=O)NC(C)C(=O)N2CCN(c3ccccn3)CC2)c1 (stereo not drawn)	21%	-3%	3%	7	-2%	5%	-6%
CC(C)CNC(=O)N1CCC(N2C(=O)C(OCC3CC3)C23CCCCC3)CC1 (stereo not drawn)	-4%	-15%	i	-6	-30%	4%	-10%
CC(C(=O)O)c1cccc(C(=O)c2ccccc2)c1 (stereo not drawn)	9%	x	-2%&2%&0%	0	x	8%	x

# Another view of part of the listing above:
# Sequence of screens – SNCA expr inh	HEK293 tox	GPT2 inh	IP6K1 inh	3T3 cytotox	SNCA viab count	FLuc inh
COc1ccc(NC(=O)COc2ccc(S(=O)(=O)NC3CCCCC3)cc2)c(OC)c1
 : 13%	x	x	9	x	-10%	x
COc1ccccc1CCNC(=O)C(=O)NCC(c1ccco1)S(=O)(=O)c1ccc(C)cc1 (stereo not drawn)
 : 23%	x	x	19	x	-1%	x
CC(C)CNC(=O)CCC1CCN(S(=O)(=O)c2ccccc2F)CC1
 : 7%	u	2%	5	-11%	1%	6%
CC(C)CNC(=O)N1CCC(N2C(=O)C(OCC3CC3)C23CCCCC3)CC1 (stereo not drawn)
 : -4%	-15%	i	-6	-30%	4%	-10%

# Next records
smiles	SNCA expr inh	HEK293 tox	GPT2 inh	IP6K1 inh	3T3 cytotox	SNCA viab count	FLuc inh
Cc1noc(-c2cn(C3CCN(C(=O)c4ccoc4)CC3)nn2)n1	-30%	10%	i	26	-6%	-8%	1%
COCC1CN(C(C)=O)CC12CCN(C(=O)c1cccc(C)c1)CC2 (stereo not drawn)	-7%	3%	-2%	-7	i	8%	8%
COc1cc(OC)cc(C(=O)NC2CCCN(c3cc(-c4ccccc4)[nH]n3)C2)c1 (stereo not drawn)	u	40µM*	-9%	29	u	-24%	25µM*
CCOc1ccccc1CN1CCNC(=O)C1CC(=O)NCc1ccco1 (stereo not drawn)	-5%	-19%	i	-4	0%	1%	-7%
COCc1nc2nccc(-c3ccc4c(c3)CC(C)O4)n2n1 (stereo not drawn)	-3%	u	i	-13	u	-7%	4%
CCCCNc1ncc2c(-c3ccc(F)cc3)nn(CC3CCC(N)CC3)c2n1 (stereo not drawn)	x	x	i	-7	x	-18%[23.9 µM]	x
COc1cccc(S(=O)(=O)N2CCC3(CC2)CC2C(=O)NCCN2C3)c1 (stereo not drawn)	-1%	0%	2%	-1	-21%	-4%	-12%
Cc1ccc(-c2cccc(CN3CCCC(NC(=O)Nc4ccccc4F)C3)c2)cc1Cl (stereo not drawn)	-22%	18µM*	i	-1	28µM*	u	x
CCOC(=O)c1c(C)oc2nc(C)nc(Nc3ccc(CC)cc3)c12	5%	x	x	-9	x	-3%	x
Cn1cc(C(O)c2nc(Nc3ccc(OC(F)(F)F)cc3)n[nH]2)cn1 (stereo not drawn)	-9%[87.6 µM]	112µM*	2%[88.5 µM]	-5	u	11%[87.6 µM]	-10%[172 µM]
COc1cccc(NC(=O)c2cn(C3CCCCC3)c(=O)c3c2c2ccccc2n3C)c1	-6%	x	x	4	x	-12%	x
Cn1c(Cn2cccn2)nnc1C1CCCN(Cc2nc(C(N)=O)no2)C1 (stereo not drawn)	11%	4%	u	9	1%	-2%	-5%
COCCNc1ncc(-c2ccc(OC)c(OC)c2)c2c1OCC2	5%[87.6 µM]	-14%[172 µM]	i	-2	u	3%[87.6 µM]	7%[172 µM]
COc1ccccc1Nc1ccnc(N2CCC(N[S+](=O)([O-])c3cccs3)CC2)n1	3%	u	i	-3	32µM*	2%[12.5 µM]	x
CO[C@H]1CN(C2CCN(S(=O)(=O)N(C)C)CC2)[C@H]1c1ccncc1	-8%	-2%	i	22	-17%	1%	x
CCCn1nc(C)c(-c2cc(C(=O)N3CCc4c(nc5cc(-c6ccccc6)[nH]n5c4=O)C3)[nH]n2)c1C	1%	-9%	4%	22	-17%	-1%	-20%
CNC(=O)c1nc2cccnc2n(CCc2ccccc2)c1=O	u	u	i	5	-10%[138 µM]	-18%[87.6 µM]	x
CSc1nc(=O)c2c(n1C)NC(=O)CC2c1cc(F)cc(F)c1 (stereo not drawn)	27%	x	x	16	x	6%	x
CC(=O)N1CCC(C(=O)N2CCC(N3CC(OCC4CC4)C34CCOCC4)CC2)CC1 (stereo not drawn)	-3%	-1%	-12%	0	1%	2%	-4%
COc1ccc(Cl)cc1NC(=O)CSc1nnc2[nH]c(=O)cc(-c3ccccc3)n12	-2%	x	x	-11	x	3%	x
COc1ccc(-n2ncc(C(=O)N3CCN(c4ncccn4)CC3)c2C2CCN(C(=O)OC(C)(C)C)CC2)cc1	-15%	x	x	6	x	-3%	x
CC(=O)N1CCCc2cc(S(=O)(=O)NCc3ccc(OC(C)C)cc3)ccc21	-20%	x	x	-6	x	10%	x
O=C(Cc1ccccc1)NCC1CN(Cc2cccnc2)CC12CN(c1ccccc1)C2 (stereo not drawn)	-15%[87.6 µM]	u	i	-3	-18%[138 µM]	-9%[87.6 µM]	-3%[172 µM]
COc1cccc(-c2cc3c(ccn3Cc3cccnc3)c(C3=CCOCC3)n2)c1OC	-12%[87.6 µM]	100µM*	u	10	71µM*	-14%[87.6 µM]	1%[172 µM]
Cc1ccc(C)c(-c2cc3c(=O)n(CCNC(=O)c4ccccc4Cl)ccn3n2)c1	u	45µM*	i	-13	35µM*	-26%	-20%
COC(=O)CNC(=O)N1CC(c2nnc(-c3ccncc3)o2)C2(CCOCC2)C1 (stereo not drawn)	u	-10%	3%	18	-1%	-4%	-8%
O=C(NCC12CCCC=C1N(Cc1ccccc1)C(=O)CC2)C1CCC1 (stereo not drawn)	-3%	-15%	-3%	14	-9%	-3%	4%
O=C(Cn1cccc1-c1nc(-c2ccc(F)cc2)no1)NCc1ccc(F)cc1	-5%	u	i	5	-9%	-16%	-5%
CCN(CC)C(=O)[C@H]1CCC[C@H]1NC(=O)c1ccncc1	-14%	1%	i	21	-8%	0%	-2%
CCNC(=O)[C@@H]1C[C@H](n2cc(CN(C)C(=O)c3cccc(C)c3C)nn2)CN1	-19%	-3%	u	0	i	4%	-12%
CC1C/C=C/C=C\CCCCC(O)C/C=C/C(=O)O1 (stereo not drawn)	x	x	u	-7	x	-3%	x
O=C(Cc1cccc(F)c1)N1CCC(n2cc(-c3nc(C4CC4)no3)nn2)CC1	-19%	u	1%	0	-9%	3%	5%
Cc1ccc(C2=NN(CC(=O)NCCc3ccccc3)C(=O)CC2)cc1	-10%	x	x	5	x	9%	x
CCOc1ccc(NC(=O)c2nn(C)c3c2COc2ccccc2-3)cc1	1%	x	x	6	x	-5%	x
COc1ccc(N2CCC(NC(=O)c3cccc(N(C)C)c3)C2=O)cc1 (stereo not drawn)	13%	-6%	i	-4	-6%	-22%	u
COc1ccc(C2c3c(oc4ccccc4c3=O)C(=O)N2c2nc(C)c(C)s2)cc1 (stereo not drawn)	-18%	x	x	-14	x	-8%	x
CCCCOc1ccc(CN2C(=O)C(=O)c3cc(Br)cc(C)c32)cc1OC	u	x	x	-2	x	u	x
